# High-throughput results deposited in PubChem by National Center for Advancing Translational Sciences (NCATS).
# AmpC detergent: qHTS Inhibitors of AmpC Beta-Lactamase (assay with detergent); P00811; AmpC hydrolysis of nitrocefin, absorbance 480 nm, 0.01% Triton; Potency, µM (highest dose often 114 µM), without a hit: at the highest dose activity change, negative = inhibition, usual class: inhibitors; 0.041% of 370,000 active; AID 485294, 2010;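 further: potency means the concentration at half of the fitted maximal effect; 0% = no-compound wells and -100% = no-enzyme wells; nearly all actives have a fitted effect of over 25% in size; some results filed as inactive show a strong effect at the top dose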
# Target sequence (P00811 whole entry, looked up): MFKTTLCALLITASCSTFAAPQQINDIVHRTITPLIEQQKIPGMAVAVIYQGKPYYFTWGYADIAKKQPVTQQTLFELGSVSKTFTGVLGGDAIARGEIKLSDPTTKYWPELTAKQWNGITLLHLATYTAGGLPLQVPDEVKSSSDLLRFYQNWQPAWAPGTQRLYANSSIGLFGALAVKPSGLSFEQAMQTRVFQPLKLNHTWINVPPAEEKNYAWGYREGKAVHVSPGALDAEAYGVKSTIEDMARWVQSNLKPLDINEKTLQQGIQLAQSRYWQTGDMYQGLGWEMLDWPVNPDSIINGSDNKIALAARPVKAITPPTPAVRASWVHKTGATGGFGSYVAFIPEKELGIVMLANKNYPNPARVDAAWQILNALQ
#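 20 mM phosphate pH 7.0 + 0.01% (detergent screen) or 0.0001% Triton X-100; 5.3 nM AmpC reagent; cpd preinc 15 min RT; nitrocefin (800 uM stock) to start; A480 q20 s × 4 min; Activity was normalised to no-enzyme and no-compound control wells.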
# LmPK inhibitor: qHTS Assay for Inhibitors of Leishmania Mexicana Pyruvate Kinase (LmPK) | Q27686 | purified LmPK, Kinase-Glo ATP luminescence, 1 h | Potency, µM (highest dose often 57.5 µM), without a hit: at the top dose activity change, negative = inhibition, actives largely listed as inhibitors | 0.37% of 290,000 active; further: potency means the concentration at half of the fitted maximal effect
# Target sequence (Q27686 whole entry, looked up): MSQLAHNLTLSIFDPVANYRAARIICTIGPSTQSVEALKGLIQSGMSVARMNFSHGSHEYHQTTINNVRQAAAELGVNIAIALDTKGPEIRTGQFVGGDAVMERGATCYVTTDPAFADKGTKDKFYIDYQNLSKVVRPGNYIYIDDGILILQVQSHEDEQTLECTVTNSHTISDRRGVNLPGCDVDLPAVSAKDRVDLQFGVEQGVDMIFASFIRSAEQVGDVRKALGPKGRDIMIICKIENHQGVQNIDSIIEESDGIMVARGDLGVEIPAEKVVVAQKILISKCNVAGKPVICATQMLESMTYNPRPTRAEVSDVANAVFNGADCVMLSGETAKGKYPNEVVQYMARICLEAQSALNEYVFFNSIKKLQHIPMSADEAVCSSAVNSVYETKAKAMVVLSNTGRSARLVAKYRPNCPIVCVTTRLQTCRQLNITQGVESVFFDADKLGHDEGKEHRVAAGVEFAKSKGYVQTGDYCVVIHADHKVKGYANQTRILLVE
#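 Kinase-Glo luminescence read after 1 h RT reaction of 0.1 nM LmPK with 0.5 mM PEP and 0.1 mM ADP. Activity scaled between uninhibited and enzyme-free controls.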
# HCV inh: qHTS Assay for Inhibitors of Hepatitis C Virus (HCV); 3.4% of 340,000 active; Huh7.5.1 HCVcc-Cre infection, luciferase reporter, 44 h; Potency, µM (top dose mostly 41.8 µM), without a hit: at the top dose activity change, negative = inhibition, usual class: inhibitors; further: potency means the concentration at half of the fitted maximal effect
#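 Luciferase read-out (15 sec integration) after a 15 min room-temperature substrate step quantifies HCVcc-Cre infection. Cells, 1,000 per well, had compound added 4 h post-plating, then virus at ~0.5 moi, and were cultured 44 h.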
# AmpC inh no detg: qHTS Inhibitors of AmpC Beta-Lactamase (assay without detergent). P00811. AmpC nitrocefin hydrolysis, absorbance 480 nm, 0.0001% Triton. Potency, µM (highest dose often 57.1 µM), without a hit: at the top dose activity change, negative = inhibition, usual class: inhibitors. 0.52% of 330,000 active;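 further: potency means the concentration at half of the fitted maximal effect; plate controls were no compound for no effect and no enzyme for full effect; nearly all actives have a fitted effect of over 20% in size; some results filed as inactive show a strong effect at the top dose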
#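 20 mM phosphate pH 7.0 + 0.01% (detergent screen) or 0.0001% Triton X-100; 5.3 nM AmpC reagent; cpd preinc 15 min RT; nitrocefin (800 uM stock) to start; A480 q20 s × 4 min; Activity was normalised to no-enzyme and no-compound control wells.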
# AMA1 RON2 block: qHTS for Inhibitors of AMA1-RON; Towards Development of Antimalarial Drug Lead: Primary Screen | Plasmodium falciparum AMA1 (3D7) - RON2 peptide interaction | AlphaScreen AMA1-biotinylated RON2 peptide binding | Potency, µM (doses to about 58.2 µM), for inactives: at the top dose activity change, negative = inhibition, usual class: inhibitors | 0.2% of 360,000 active;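 further: potency means the concentration at half of the fitted maximal effect; 0% = vehicle wells and -100% = peptide control; nearly all actives have a fitted effect of over 45% in size; some results filed as inactive show a strong effect at the top dose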
#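 AMA1 (3D7) with his tag at 25 nM final met compounds first, then biotinylated RON2 peptide at 25 nM; detection used donor plus acceptor beads, 10 µg/mL apiece, read by AlphaScreen after 30 min at room temperature.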
# Tb PYK inh: qHTS of Trypanosoma Brucei Inhibitors | pyruvate kinase (Trypanosoma brucei), Q57TT1 | TbPYK enzyme, Kinase-Glo Plus ATP luminescence, 45 min | Potency, µM (highest dose often 76.8 µM), inactives show top-dose activity, negative = inhibition, most hits filed as inhibitors | 0.12% of 410,000 active; further: potency means the concentration at half of the fitted maximal effect; nearly all actives have a fitted effect of over 50% in size
#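 Activity of T. brucei pyruvate kinase was followed by Kinase-Glo Plus luminescence after the enzyme reacted 45 min at room temperature with 130 uM ADP (final) and substrate. Test compounds were added before ADP at multiple concentrations.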
# HCMV antiviral: qHTS Assay for inhibitors of the human cytomegalovirus (HCMV). HFF cells, HCMV-luciferase reporter, 72 h; stronger effect = lower value. activity change, negative = inhibition, % at 57.5 µM. 4.5% of 410,000 active; in the data active means activity change below about -60%; inconclusive means no clear call, values can overlap the other calls; inactive means above about -39%
#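 Compounds were evaluated in HFFs infected with an HCMV luciferase reporter virus (MOI 1 PFU/cell). Luciferase in lysates collected 72 h post infection served as the replication measure.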
# * marks the source's active call; other numbers are inactive results; ? = inconclusive; / = no result given; [ ] = remark or other dose. Unless noted, the call rests on the fitted dose curve; in most records, active means well fitted curve in the direction sought with a large enough effect; inconclusive means small, poorly fitted or top-dose-only effect, or another doubt; inactive means no such curve, though single readings can be large; an effect the other way counts as inactive or inconclusive. Unless noted, on the % scale 0 is the no-effect control and ±100 the full control effect.
Compound | AmpC detergent | LmPK inhibitor | HCV inh | AmpC inh no detg | AMA1 RON2 block | Tb PYK inh | HCMV antiviral
CCC(C(=O)Nc1ccc(C(=O)OC)cc1)n1nc(-c2ccc(C)c(C)c2)ccc1=O (stereo not drawn) | 0% | / | / | / | / | 1% | -10
COc1ccc(NC(=O)CSc2nc(N)c3cc4c(nc3n2)CC(C)(C)OC4)cc1 | -4% | 3% | 8% | 1% | 19% | 4% | 20
CCOc1cccc(C(=O)N2CCCCC2c2cccnc2)c1 (stereo not drawn) | -3% | -1% | 3% | ? | -19% | 6% | 30
CN(C)CCC(=O)NCC1OCCc2ccccc21 (stereo not drawn) | 0% | 6% | 6% | 0% | 2% | 2% | 67
COc1ccccc1-c1nnc(SCC(=O)NC2CCCCC2)n1N | / | / | -9% | -7% | -1% | -1% | -28
Cc1[nH]c2ccccc2c1C(=O)C(=O)NC1CC(=O)N(c2cccc(F)c2)C1 (stereo not drawn) | 0% | / | / | / | / | -2% | 65
Cc1cc(C)c(NC(=O)c2ccoc2C)c(C)c1 | 3% | -11% | -1% | -14% | 10% | 1% | 32
COc1ccccc1CNC(=O)C(C)NS(=O)(=O)c1ccc(Br)cc1 (stereo not drawn) | -2% | 4% | 8% | -6% | 12% | 8% | 4
CCC(C)(C(=O)NC1CCCC1)N(Cc1ccco1)C(=O)c1ccc2c(c1)OCO2 (stereo not drawn) | -1% | -4% | ? | 5% | 7% | 1% | 26
C[C@@H]1CN([C@@H](C)CO)C(=O)c2cc(Br)cnc2O[C@H]1CN(C)Cc1ccc(-c2ccccc2)cc1 | / | / | / | / | -10% | 15% | -8
O=C(Cn1cc2c(n1)CCCC2)N1CCCc2ccccc21 | -10% | 1% | -1% | 0% | 4% | 3% | 8
CCOc1ccc(NC(=O)COc2ccc(OC)cc2)cc1 | 1% | 7% | -5% | -16% | 9% | 4% | 24
O=C(CCCSc1nc2ccccc2[nH]1)Nc1nnc(-c2ccccc2)o1 | -5% | 1% | -2% | -34% | 28% | -19% | -15
N#Cc1c(NC(=O)CN2CCOCC2)oc(-c2ccccc2)c1-c1ccccc1 | -9% | -3% | -4% | 183%[activator] | 11% | 0% | 10
Cc1noc(-c2ccc(-c3noc(-c4ccc([N+](=O)[O-])c(C)c4)n3)cc2)n1 | 4% | / | / | / | / | 2% | 23
CCc1ccc(C2N(c3ccc(OC)cc3)C(=O)C3CCCN32)cc1 (stereo not drawn) | -19% | 9% | 17% | 51% | 12% | 5% | 5
COC(=O)c1cc(NC(=O)c2cccc([N+](=O)[O-])c2C)ccc1Cl | -6% | 2% | ? | -16% | -15% | -9% | 21
COc1ccc(-c2cc(C(=O)N3CCc4ccccc4C3)no2)cc1OC | -12% | -1% | -28% | 153%[activator] | -3% | 0% | -11
COc1ccccc1CNS(=O)(=O)CCNCc1ccco1 | / | / | 21% | / | -9% | 5% | -7
CCOc1ccc(S(=O)(=O)NCc2ccccc2OC)cc1 | 2% | 0% | -16% | -21% | 0% | 0% | ?
Cc1cc(C)nc(NC(=O)CSc2nccc(C)n2)n1 | 2% | 3% | 3% | -12% | -2% | -1% | ?
Cc1ccc(S(=O)(=O)N2CCOCC2)cc1NC(=O)CSCc1c(C)noc1C | 11% | / | -2% | 5% | -2% | -10% | -5
COc1ccc(COC(=O)N/N=C/c2cccs2)cc1 | 2% | 2% | -4% | -25% | 7% | 12% | 8
Cc1cccc(NC(=O)c2nc[nH]c2C(=O)N[C@@H](CC(C)C)C(=O)OCc2ccccc2)c1 | 18% | 2% | 16% | -13% | 95%[activator] | 1% | -38
Nc1c(N2CCCC2)cc(Cl)c2nonc12 | ? | 3% | ? | -21% | 12% | -14% | /
O=S1(=O)N[C@H](Cc2ccccc2)COc2cc(N3CCC[C@H]3CO)ccc21 | / | / | / | / | 2% | 0% | -4
CC(C)COc1ccc(S(=O)(=O)NNC(=O)c2cc3ccccc3o2)cc1 | ? | 0% | -6% | -25% | -13% | 1% | -20
CCOc1ccccc1CNCCc1ccc2c(c1)OCO2 | 3% | 3% | -4% | -15% | -6% | -1% | -16
O=C(CSc1nc2[nH]ncc2c(=O)[nH]1)Nc1ccc(F)cc1 | ? | / | 2% | -15% | 20% | -2% | -22
COc1cc(-c2nnc(SCC(=O)N3CCCc4ccccc43)o2)cc(OC)c1OC | 11% | / | / | / | / | 0% | -8

# Full records as entered above. Screens in order: AmpC detergent	LmPK inhibitor	HCV inh	AmpC inh no detg	AMA1 RON2 block	Tb PYK inh	HCMV antiviral
# CCC(C)(C(=O)NC1CCCC1)N(Cc1ccco1)C(=O)c1ccc2c(c1)OCO2 (stereo not drawn) in the list: -1%	-4%	?	5%	7%	1%	26
# COc1ccccc1-c1nnc(SCC(=O)NC2CCCCC2)n1N in the list: /	/	-9%	-7%	-1%	-1%	-28
# Nc1c(N2CCCC2)cc(Cl)c2nonc12 in the list: ?	3%	?	-21%	12%	-14%	/
# CCc1ccc(C2N(c3ccc(OC)cc3)C(=O)C3CCCN32)cc1 (stereo not drawn) in the list: -19%	9%	17%	51%	12%	5%	5
# N#Cc1c(NC(=O)CN2CCOCC2)oc(-c2ccccc2)c1-c1ccccc1 in the list: -9%	-3%	-4%	183%[activator]	11%	0%	10

# Going on with the list:
Compound | AmpC detergent | LmPK inhibitor | HCV inh | AmpC inh no detg | AMA1 RON2 block | Tb PYK inh | HCMV antiviral
CC(C)c1ccc(OCC(=O)N2CCN(CCc3ccncc3)CC2)cc1 | -4% | / | / | / | / | 1% | 75
COc1ccccc1OCc1ccc(C(=O)Nc2ccc(Cl)cn2)o1 | 4% | 5% | 0% | -7% | -18% | -6% | ?
C#CCOCCOCCOCCNc1nc(N2CCN(C(=O)CCCCCCCCCCNC(=O)[C@H](CO)n3cc(CCCSC)nn3)CC2)nc(N2CCN(C(=O)CCCCCCCCCCNC(=O)[C@H](CCCCN)n3cc(CCO)nn3)CC2)n1 | / | / | 44%[activator] | 291%[activator] | -17% | 2% | 3
COC(=O)c1cccc(NS(=O)(=O)c2ccc(OC)c(OC)c2)c1C | 0% | 3% | / | -23% | 14% | 2% | -37
O=C(CSc1nc2c(c(=O)n1-c1ccc(Cl)cc1)SCC2)NCC1CCCO1 (stereo not drawn) | -6% | -3% | 18% | / | -4% | 0% | 71
COC(=O)c1ccc(/C=N/Nc2nc(N3CCCCC3)nc(N3CCCCC3)n2)cc1 | 5% | -9% | 24% | -16% | 8% | 6% | ?
COc1cccc(C(=O)CSc2nnc(-c3cc(OC)cc(OC)c3)o2)c1 | -14% | 3% | 25% | -20% | 0% | 2% | -20
Cc1cc(C)n(C(=O)CSc2nnc(SCC(=O)n3nc(C)cc3C)s2)n1 | -8% | 1% | 26% | -1% | 2% | -7% | 17
CCCCn1nnnc1C(c1cc2ccccc2o1)N1CCN(c2cc(C)nc3ccccc23)CC1 (stereo not drawn) | / | / | / | / | -11% | 1% | -103*
COc1ccc(Cl)cc1NC(=O)CSc1nnc(C2CC2)n1C | -9% | 1% | -11% | 12% | 8% | 2% | -32
Cc1cccc(N2CCN(C(=O)Cn3ncc4c5ccccc5n(C)c4c3=O)CC2C)c1 (stereo not drawn) | 18% | / | / | / | / | 1% | 18
CC(c1ccccc1)C1CC(=O)N(c2ccc(C(=O)O)cc2)C1=O (stereo not drawn) | -14% | 1% | 7% | -12% | -28% | -2% | -32
Cc1ccc(-n2c(CCc3ccccc3)n[nH]c2=S)cc1C | -8% | 14µM* | -2% | -21% | 61%[activator] | ? | -13
Fc1ccc(CNCc2ccccc2Cl)cc1 | ? | 0% | 11% | -16% | -21% | 6% | ?
CCOC(=O)N1CCc2c(sc3c2c(=O)n(CCc2ccccc2)c(=O)n3Cc2c(F)cccc2Cl)C1 | 10% | / | / | / | / | 2% | -7
Cc1ccc(-c2nc3cnccn3c2Nc2ccccc2)o1 | -8% | 6% | 2% | -4% | 3% | -13% | -26
O=C1NC(c2ccc(Br)cc2)Nc2sc3c(c21)CCC3 (stereo not drawn) | 2% | 3% | 14% | -41% | 12% | -21% | -2
Cc1ccc(C(O)c2ncc(-c3ccccc3F)[nH]2)c(C)c1 (stereo not drawn) | / | / | / | / | -1% | 5% | 45
CSc1cccc(NC(=O)CCn2c(=O)c3cccn3c3cccnc32)c1 | -1% | 0% | ? | ? | -2% | 3% | ?
Cc1c(Cl)cn2c(=O)cc(CN3CCN(c4ccccc4)CC3)nc2c1Cl | -6% | 7% | ? | 4% | -11% | 4% | -37
CCN1CCN(c2cc(C)c3cc(NC(=O)c4cc(Cl)ccc4OC)ccc3n2)CC1 | 11% | / | / | / | / | -1% | -99*
O=c1c(-c2ccc(F)cc2)coc2cc(O)ccc12 | -8% | ? | -4% | -31% | -5% | 3% | 64
COc1ccc(S(=O)(=O)NC(=O)C2(C)CCN2C(=O)Cc2ccccc2Cl)cc1OC (stereo not drawn) | / | / | / | / | -3% | 1% | 2
Cc1ccc(C)c(NC(=O)Cn2c(=O)n(-c3ccccc3C)c(=O)c3c2c2cc(C)ccc2n3C)c1 | 1% | / | / | / | / | 5% | 5
COc1cc(N)c2ncccc2c1Cl | / | / | -8% | / | 29% | -8% | -31

# Quoted at random: 7 entries already listed.
Compound | AmpC detergent | LmPK inhibitor | HCV inh | AmpC inh no detg | AMA1 RON2 block | Tb PYK inh | HCMV antiviral
CC(C)c1ccc(OCC(=O)N2CCN(CCc3ccncc3)CC2)cc1 | -4% | / | / | / | / | 1% | 75
COC(=O)c1ccc(/C=N/Nc2nc(N3CCCCC3)nc(N3CCCCC3)n2)cc1 | 5% | -9% | 24% | -16% | 8% | 6% | ?
CCN1CCN(c2cc(C)c3cc(NC(=O)c4cc(Cl)ccc4OC)ccc3n2)CC1 | 11% | / | / | / | / | -1% | -99*
Cc1ccc(C)c(NC(=O)Cn2c(=O)n(-c3ccccc3C)c(=O)c3c2c2cc(C)ccc2n3C)c1 | 1% | / | / | / | / | 5% | 5
CC(c1ccccc1)C1CC(=O)N(c2ccc(C(=O)O)cc2)C1=O (stereo not drawn) | -14% | 1% | 7% | -12% | -28% | -2% | -32
COC(=O)c1cccc(NS(=O)(=O)c2ccc(OC)c(OC)c2)c1C | 0% | 3% | / | -23% | 14% | 2% | -37
COc1ccc(S(=O)(=O)NC(=O)C2(C)CCN2C(=O)Cc2ccccc2Cl)cc1OC (stereo not drawn) | / | / | / | / | -3% | 1% | 2
